bovine MsrA act: bovine methionine sulfoxide reductase A activation. purified bovine MsrA, absorbance read-out. activation, % at 10.6 µM. 0.3% of 360,000 active; in the data active = activation above about 7.5%;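 also: 0% = vehicle and 100% = reference activator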
FAS-TE inh: blocks the thioesterase domain of human fatty acid synthase; recombinant FAS-TE, OMFH fluorogenic substrate, fluorescence endpoint; inhibition, % at 15 µM; 0.67% of 360,000 active; AID 602261;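 active = compounds whose normalised, plate-corrected inhibition of enzyme fluorescence in the single-dose primary screen is 50% or more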;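 also: 0% = DMSO with enzyme and 100% = substrate without enzyme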
Tb MetRS inh: Trypanosoma brucei MetRS inhibition. purified T. brucei MetRS, ATP depletion, Kinase-Glo luminescence. inhibition, % at 11.9 µM. 0.4% of 360,000 active. AID 624268;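 active = inhibition above a per-plate cutoff of the control wells' mean inhibition plus 3 SD, cut at about 5.5% in these data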;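 also: 0% = DMSO wells median and 100% = median of wells with control inhibitor compound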
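Assay system: T. brucei methionyl-tRNA synthetase, purified | Medium: HEPES buffer with MgCl2, KCl, DTT, spermine, BSA, pyrophosphatase | Compound: 11.9 µM single point | Incubation: 15 min enzyme-compound preincubation, 2 h reaction, 10 min detection, 25 °C | Measured by: Kinase-Glo luciferase luminescence reporting remaining unconsumed ATP | Measure: % inhibition normalized to control-well medians | Replication: Singlicate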
eLon inh: E. coli protease La inhibition | P0A9M0 | purified E. coli Lon protease, fluorescence polarization | inhibition, % at 7.94 µM | 0.42% of 360,000 active; in the data active = inhibition above about 13%, passing the limit was not always enough;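 also: 0% = enzyme with probe and DMSO and 100% = no enzyme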
MLLE-PAM2 inh: blocks PAM2 peptide binding to the PABP1 MLLE domain; AID 588489; 0.36% of 360,000 active; GST-MLLE / FITC-PAM2 fluorescence polarization; inhibition, % at 20 µM; P11940; in the data active = inhibition above about 35%, passing the limit was not always enough;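 also: plate controls were DMSO wells with GST-MLLE for no effect and wells lacking GST-MLLE protein for full effect; some results filed as inactive read as strong as hits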
Neddylation inh: inhibitors of human cullin neddylation; P61081+Q13564; TR-FRET cullin neddylation, biochemical; calls only at 25 µM; 0.58% of 360,000 active; AID 651699; in the data active = inhibition above about 36%
Rin1 Abl inh: inhibitors of human Rin1-Abl protein interaction | TR-FRET Rin1/Abl binding, biochemical | inhibition, % at 7.35 µM | 0.4% of 360,000 active | AID 588664; in the data active = inhibition above about 5%, passing the limit was not always enough
Target sequence (P00519 whole entry, looked up): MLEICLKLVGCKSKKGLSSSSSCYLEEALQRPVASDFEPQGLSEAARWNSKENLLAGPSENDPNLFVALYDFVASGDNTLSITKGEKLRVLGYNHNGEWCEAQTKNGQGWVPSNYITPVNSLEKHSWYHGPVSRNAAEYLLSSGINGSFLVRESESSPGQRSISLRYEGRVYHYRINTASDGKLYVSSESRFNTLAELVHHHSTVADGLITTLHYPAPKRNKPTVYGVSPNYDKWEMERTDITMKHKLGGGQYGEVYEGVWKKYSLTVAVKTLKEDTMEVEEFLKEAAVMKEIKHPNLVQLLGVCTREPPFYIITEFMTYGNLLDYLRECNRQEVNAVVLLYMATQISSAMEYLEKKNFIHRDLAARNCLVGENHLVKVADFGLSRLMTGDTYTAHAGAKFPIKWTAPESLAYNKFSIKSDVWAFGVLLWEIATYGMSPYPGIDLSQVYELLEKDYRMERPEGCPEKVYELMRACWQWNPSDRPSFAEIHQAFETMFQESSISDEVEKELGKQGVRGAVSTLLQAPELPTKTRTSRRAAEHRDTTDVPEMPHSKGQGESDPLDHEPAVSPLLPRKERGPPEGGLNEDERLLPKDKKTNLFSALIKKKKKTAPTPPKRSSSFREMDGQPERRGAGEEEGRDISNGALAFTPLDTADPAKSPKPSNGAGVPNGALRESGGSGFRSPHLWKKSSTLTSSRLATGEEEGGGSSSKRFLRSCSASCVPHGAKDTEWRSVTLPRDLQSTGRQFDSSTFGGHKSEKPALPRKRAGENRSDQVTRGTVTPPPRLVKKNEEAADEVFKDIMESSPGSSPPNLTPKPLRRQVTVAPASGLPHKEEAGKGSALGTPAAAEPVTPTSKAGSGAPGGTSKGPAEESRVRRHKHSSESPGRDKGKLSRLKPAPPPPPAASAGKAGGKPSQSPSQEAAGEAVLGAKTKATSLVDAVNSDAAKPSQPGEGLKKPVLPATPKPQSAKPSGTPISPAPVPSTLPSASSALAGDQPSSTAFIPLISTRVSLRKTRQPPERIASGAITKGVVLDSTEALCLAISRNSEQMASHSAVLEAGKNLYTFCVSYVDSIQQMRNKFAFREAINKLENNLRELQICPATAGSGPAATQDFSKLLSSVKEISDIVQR
Target sequence (Q13671 whole entry, looked up): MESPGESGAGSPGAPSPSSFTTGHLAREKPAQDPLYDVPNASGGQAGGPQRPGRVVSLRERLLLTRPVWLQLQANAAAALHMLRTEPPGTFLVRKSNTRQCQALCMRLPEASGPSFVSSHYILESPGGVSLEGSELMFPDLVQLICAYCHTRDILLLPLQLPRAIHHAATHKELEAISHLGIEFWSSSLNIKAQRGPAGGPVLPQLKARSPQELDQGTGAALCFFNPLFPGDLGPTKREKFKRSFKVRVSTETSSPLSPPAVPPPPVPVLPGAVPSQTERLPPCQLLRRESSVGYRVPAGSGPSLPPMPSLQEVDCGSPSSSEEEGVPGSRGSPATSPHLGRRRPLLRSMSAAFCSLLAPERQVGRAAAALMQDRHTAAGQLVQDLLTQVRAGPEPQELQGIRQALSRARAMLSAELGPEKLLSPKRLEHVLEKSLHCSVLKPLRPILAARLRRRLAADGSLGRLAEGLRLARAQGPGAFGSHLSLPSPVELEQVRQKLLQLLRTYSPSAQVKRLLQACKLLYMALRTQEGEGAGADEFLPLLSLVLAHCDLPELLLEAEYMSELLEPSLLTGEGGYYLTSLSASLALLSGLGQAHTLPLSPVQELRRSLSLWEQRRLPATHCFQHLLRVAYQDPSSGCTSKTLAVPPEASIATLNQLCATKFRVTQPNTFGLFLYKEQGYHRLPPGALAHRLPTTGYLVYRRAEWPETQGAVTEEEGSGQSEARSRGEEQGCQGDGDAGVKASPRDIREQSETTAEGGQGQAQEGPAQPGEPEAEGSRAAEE
CSN deneddyl inh: blocks human CSN-mediated cullin deneddylation; Q92905; 0.38% of 360,000 active; AID 651999; Purified CSN, SCF-Nedd8-OG deneddylation, fluorescence polarization; inhibition, % at 12.5 µM;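 active = pattern-corrected inhibition above about 35%, with an unprinted fluorescence ratio check between 0.5 and 1.5, limit read from the data, passing the limit was not always enough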;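 also: 0% = enzyme with substrate and 100% = substrate without enzyme; some results filed as inactive read as strong as hits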
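Material: purified human Csn5 enzyme expressed in HEK293T cells / Medium: Tris buffer pH 7.5, NaCl, DTT, Tween-20, trehalose, ovalbumin / Compound dosing: 12.5 µM single point / Schedule: 90 min incubation of compound, enzyme and substrate at room temperature / Signal: fluorescence polarization of the substrate / Control set: no-enzyme wells high, enzyme-with-substrate wells low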
MsrA inhibitor: inhibitors of bovine MsrA. 0.75% of 360,000 active. purified bovine MsrA, absorbance read-out. inhibition, % at 15.5 µM; in the data active = inhibition above about 4.5%;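 also: 0% = vehicle wells with enzyme and 100% = reference inhibitor wells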
The depositor's hits bear a star; i = inactive; . = no result given; + = active, no number. Random draw from the library, and some 4% of all compounds hit somewhere here.

Values run as follows: bovine MsrA act, FAS-TE inh, Tb MetRS inh, eLon inh, MLLE-PAM2 inh, Neddylation inh, Rin1 Abl inh, CSN deneddyl inh, MsrA inhibitor
Cc1cccc(-n2ncc3c(NCc4cccnc4)ncnc32)c1
  -4, -1, -0.9, -5, -6, i, 2, 6, -0.8
Cc1ccc(NC(=O)COC(=O)C2CC(=O)N(Cc3ccccc3)C2)cc1F (stereo not drawn)
  -3, -1, -0.7, -1, -17, i, 1, 7, 2.0
COc1ccc(S(=O)(=O)N2CCN(CC(O)COc3ccc(C#N)cc3)CC2)cc1OC (stereo not drawn)
  -2, -2, -0.2, -4, -1, i, 0, -2, -0.2
CC(C)n1cnnc1SCC(=O)NC(=O)c1ccccc1
  -3, -6, -0.2, 6, 15, i, 3, -2, -0.3
CC(=O)Nc1ccc(S(=O)(=O)NCc2ccc3[nH]c(C)cc3c2)cc1
  -1, -5, 0.5, 19*, 33, i, -3, -1, 0.7
Cc1ccc(C(C)C)c(OCC(=O)NNC(=O)Nc2ccccc2)c1
  -1, 7, 0.1, -5, 6, i, -1, -2, -1.0
COc1ccc(CNCCC(c2ccccc2)c2ccc3c(c2)OCO3)cc1 (stereo not drawn)
  -1, 0, -1.9, -4, 4, i, -3, 2, -0.6
CC(=O)N1C(O)CC(C)N1c1ccccc1 (stereo not drawn)
  -5, -8, -0.7, 2, 4, i, -2, -4, 0.0
COc1ccc(C)cc1-n1c(C)cc(C=O)c1C
  1, -6, 0.1, 2, -2, i, -2, -5, 0.8
CCOC(=O)c1c(-c2ccccc2)n(C)c2ccc(O)cc12
  -2, 1, 0.4, 2, 6, +, -1, 2, 1.0
COc1ccc(N=CC2=C(O)CC(c3ccccc3)CC2=O)c(OC)c1 (stereo not drawn)
  -5, -1, -0.6, -10, -18, i, -2, -10, 0.1
O=C(CSc1ccccc1F)NNC(=O)c1cncc(Br)c1
  -1, -4, 0.1, -2, 15, i, 1, -2, 0.9
CCN(C(=S)Nc1cccnc1)c1ccccc1
  -3, -7, 0.2, 2, 17, i, 1, -7, 0.6
CCN1CCN(Cc2c(O)ccc3c2O/C(=C\C=C\c2ccccc2OC)C3=O)CC1
  -4, -7, -0.1, -40, -66, ., -2, 29, 1.6
O=C(CSc1nnc2ccc(-c3ccccn3)nn12)Nc1ccc(F)cc1
  -5, -2, -0.4, 0, 11, i, 0, 0, 0.8

An excerpt from further up, as a working copy:
Values run as follows: bovine MsrA act, FAS-TE inh, Tb MetRS inh, eLon inh, MLLE-PAM2 inh, Neddylation inh, Rin1 Abl inh, CSN deneddyl inh, MsrA inhibitor
CCN1CCN(Cc2c(O)ccc3c2O/C(=C\C=C\c2ccccc2OC)C3=O)CC1
  -4, -7, -0.1, -40, -66, ., -2, 29, 1.6
O=C(CSc1nnc2ccc(-c3ccccn3)nn12)Nc1ccc(F)cc1
  -5, -2, -0.4, 0, 11, i, 0, 0, 0.8

Next section:
Values run as follows: bovine MsrA act, FAS-TE inh, Tb MetRS inh, eLon inh, MLLE-PAM2 inh, Neddylation inh, Rin1 Abl inh, CSN deneddyl inh, MsrA inhibitor
Cc1ccc(CSCC(=O)N2CCN(c3ccc(F)cc3)CC2)cc1
  -2, 15, -0.1, -3, 5, i, -5, -4, 0.0
Cc1ccc(CCNC(=O)C2CC(c3ccccc3[N+](=O)[O-])=NO2)cc1 (stereo not drawn)
  -6, -8, -0.5, -2, 7, i, 0, -4, -1.2
COc1ccc(S(=O)(=O)N2CCOCC2)cc1NC(=O)CSc1nnc(C2CC2)n1C
  -13, -3, -0.5, 7, 11, i, 6, 3, 0.6
COCCN(C(=S)Nc1cccc(OC)c1)C1CCN(C(C)C)CC1
  -5, -8, -0.3, 2, 2, i, -2, -11, -1.0
Cc1oc(-c2ccc(Cl)cc2)nc1CN1CCCC(C(=O)NCc2ccco2)C1 (stereo not drawn)
  -1, 3, 0.2, -7, 2, i, 5, -1, 0.4
COc1ccc(S(=O)(=O)N2CCOCC2)cc1C(=O)N1CCCC1
  -2, -6, 0.6, 2, -3, i, 0, 4, 1.7
COC(=O)[C@@]1(C(C)C)N=C(c2cc(OC)c(OC)c(OC)c2)[C@]2(O1)C(=O)Nc1ccc(F)cc12
  0, -6, 0.1, -7, ., i, ., 6, -1.5
O=S(=O)(c1ccccc1)N(CC1CO1)c1ccccc1 (stereo not drawn)
  -3, -1, -0.7, -3, -4, i, -1, 5, 0.9
CC(Sc1nnc(-c2ccccc2Br)n1-c1cccc(C(F)(F)F)c1)C(N)=O (stereo not drawn)
  0, -3, -0.5, 0, -1, i, 2, 3, -0.8
Cc1cccc(NC(=S)NCC23C=CC(O2)C2C(=O)N(c4ccc(Cl)cc4)C(=O)C23)c1 (stereo not drawn)
  -12, 20, -1.0, 7, 29, i, 1, -1, -1.1
COc1ccccc1NC(=O)Cn1nc(-c2ccncc2)nc1SCC(=O)NC1CCCC1
  -4, -1, -0.5, -2, -22, i, 1, -3, 0.9
CCOC(=O)C1CCN(S(=O)(=O)c2cc(F)ccc2OC)CC1
  -3, -2, -0.5, -3, -1, i, 2, -15, -0.1
C=CCCC(=O)N1C[C@H]2CCN(C)[C@H]2C[C@H]1c1ccc(Br)cc1
  0, -3, -0.6, -6, -9, i, 0, -1, 1.1
COCC(=O)NNC(=O)c1ccccc1OC
  -4, -6, -0.6, -8, -4, i, 6, -3, -0.3
O=[N+]([O-])c1ccc(N2CCCCC2)c(Cl)c1N1CCCCC1
  0, 18, -0.3, -10, 2, i, 0, -1, 2.5
CCC(C)N(C(=O)Cn1cnc2c1c(=O)n(C)c(=O)n2C)C1CCS(=O)(=O)C1 (stereo not drawn)
  -3, -8, -0.2, -11, -11, i, -2, -1, -1.3
CCCCCCOC(=O)CCc1c(C)nc(N)[nH]c1=O
  0, -6, 0.3, 7, 2, i, 0, 0, -1.1
CCOc1ncccc1C(=O)OCC(=O)Nc1cc(S(=O)(=O)N2CCOCC2)ccc1Cl
  -3, 4, -0.3, 4, 3, i, 1, 3, 0.7
CCOC(=O)C1CCCN(C(=O)CCNS(=O)(=O)c2ccc3c(c2)CCC(=O)N3)C1 (stereo not drawn)
  -2, -5, -0.3, -10, 1, i, -1, -1, 1.2
COCCn1c(SCC(=O)c2cccc(OC)c2)nnc1-c1ccco1
  -8, -8, -0.7, -9, 17, i, 0, 1, -0.9
COc1cc(OC)cc(C(=O)N2CCN(C3CCCCC3)CC2)c1
  -4, -5, -0.5, -9, 5, i, -2, 1, -0.9
CN1CCN(c2ccc(-c3cccc4nccn34)cn2)CC1
  -4, -8, -0.2, 10, -5, ., 2, -1, 2.1
Cc1cc(C(=O)COC(=O)Cc2n[nH]c(=O)c3ccccc23)c(C)n1-c1ccc2c(c1)OCCO2
  1, 12, -0.4, -14, -37, i, -3, 1, 0.1
Cc1noc(C)c1NC(=O)NCCN1CCN(Cc2ccccc2)CC1
  1, -7, 0.2, 9, -5, i, -1, 0, 0.5
O=[N+]([O-])c1ccc(NN=Cc2cccc([N+](=O)[O-])c2)cc1
  -1, 2, 0.0, -14, -97, i, -3, 6, 0.8
Nc1ccc(-c2nc3ncccc3o2)c(O)c1
  -7, -5, -1.0, -2, 7, ., 10, 3, 9.8*
O=C(N/N=C\c1ccc(COc2ccc([N+](=O)[O-])cc2)o1)c1ccc(Cl)cc1
  -1, 21, 0.7, -9, 10, i, 1, 1, -0.6
COc1ccc(CCOC(=O)c2ccc(N)c([N+](=O)[O-])c2)cc1
  -3, 25, -0.3, -2, -10, i, 1, -9, 0.3
COc1ccc(N2CCN(C(=O)c3ccc(C)c(Cl)c3)CC2)cc1
  -15, 10, -0.9, -3, 8, i, -1, -4, -0.8
c1ccc(COc2ccc(OCCN3CCCCC3)cc2)cc1
  -7, -9, -0.3, 6, 6, i, -2, 2, -0.5
CC(=O)OCC(COC(C)=O)OC(C)=O
  -1, -2, -0.1, -1, 1, i, 0, -4, -0.4
CCOC(=O)C1CCN(C(=O)c2oc3ccc(S(=O)(=O)N4CC(C)CC(C)C4)cc3c2C)CC1 (stereo not drawn)
  1, 19, -0.5, 5, 8, i, 2, -3, -0.1
COc1ccc(NC(=O)N2CCN(S(C)(=O)=O)CC2)c(OC)c1
  -2, -6, 0.3, 0, 3, i, 2, -6, 0.9
CC(=O)N1c2ccc(S(=O)(=O)NCC3CCC(C(=O)NCc4ccc(C)cc4)CC3)cc2CC1C (stereo not drawn)
  0, -8, -0.3, -6, 18, i, 2, -1, -1.3
Cc1ccc(S(=O)(=O)CCC(=O)NCc2ccccc2)cc1
  -5, -8, -0.1, 1, 0, i, 2, 2, -0.1
COc1ccc(NC(=O)CN(Cc2ccccc2)S(C)(=O)=O)cc1
  -5, -4, -0.3, -11, -9, i, -1, 6, -0.1
Nc1ccc(-c2nc3ccc(C(=O)O)cc3s2)cc1
  -4, -6, -0.5, -6, 12, i, 0, 3, 5.9*
COc1ccc(/C=N/NC(=O)c2nc(Cl)c(Cl)c(N)c2Cl)cc1COc1ccc(F)cc1F
  -3, 13, 0.1, -9, 1, ., 3, -4, 2.5
Cc1c([N+](=O)[O-])cc(C(=O)Nc2ccc3ncccc3c2)cc1[N+](=O)[O-]
  -1, 0, -0.6, 4, 14, i, 1, 1, -0.8
Cc1cc(SCc2cc(=O)n3ccsc3n2)nc2ccccc12
  -7, 32, -0.6, 11, 12, i, -5, -6, 1.9
O=c1[nH]c2cc(O)ccc2c2ccccc12
  2, -4, 0.0, -2, 21, i, -40, -3, 2.2
O=C(Nc1nc2ccccc2[nH]1)c1cccc(F)c1
  -2, -2, -0.5, -2, 3, i, -1, 1, -0.5
CCOC(=O)NC(=O)COC(=O)Cc1cc(OC)c(OC)c(OC)c1
  2, -6, 0.0, -5, 5, i, 1, -2, 0.7
Fc1ccc(C2CCCN2Cc2nc(Cc3ccccc3F)no2)cc1 (stereo not drawn)
  -3, 6, 0.5, 11, 2, i, 1, -2, -1.7
Cc1ccc(C(=O)COc2ccc3c(C)cc(=O)oc3c2)cc1
  -4, 23, -0.7, 5, 2, i, 1, -1, 1.3
CC(=O)c1cccc(-c2ccc3c(=O)[nH]c(Nc4ccccc4)cc3c2)c1
  2, 42, 3.0, -86, -63, i, -3, 55*, -2.0
Cc1cnc(NC(=O)CSc2nnc(C)s2)s1
  -2, -12, -0.6, -9, -4, i, -5, 4, -0.4
O=[N+]([O-])c1ccc2nc(-c3ccc(OC(F)F)cc3)cn2c1
  -2, 6, -0.6, -7, -2, i, 0, 1, 0.8
Cc1ccc(N2CC(C(=O)Nc3cc(Cl)ccc3-n3cncn3)CC2=O)cc1 (stereo not drawn)
  -1, -3, -0.2, -3, -1, i, 0, -1, -0.8
COc1ccc(NS(=O)(=O)c2cc(NC(=O)CCNC(C)=O)ccc2N2CCOCC2)cc1
  -2, -7, -0.5, 1, -11, i, -4, 0, 0.8
CCOC(=O)C1CCN(C(=O)c2ccc3nc(-c4ccc(OC)cc4)c(-c4ccc(OC)cc4)nc3c2)CC1
  -1, 32, -0.3, 3, -8, i, -1, 3, 0.7
N/C(=N\c1nc(CSc2ccccn2)cc(=O)[nH]1)Nc1ccc(Cl)cc1Cl
  -2, -3, 0.4, -19, -12, i, -3, 0, -0.4
COCc1cc(C)nc(OCC(=O)N/N=C/c2ccc(O)cc2O)c1C#N
  -3, -10, 0.1, 0, -10, i, -5, -8, 4.5*
COc1ccc(-n2nc([N+](=O)[O-])c(=NCCCN3CCCC3=O)n2O)cc1
  -1, -6, 0.0, 4, -4, i, -8, 1, 4.8*
Cc1ccc(CN2CC(C(=O)N3CCN(c4ccccc4O)CC3)CC2=O)cc1 (stereo not drawn)
  -4, -6, -0.1, 0, -6, i, 1, 7, -0.4

From PubChem
